D1 potentiator – potentiators of human D1 dopamine receptor. potentiation, % at 10 µM. P21728. actives 0.036% (n = 360,000). HEK293 TREx D1 cells, calcium flux, dopamine EC20 potentiation. AID 504651; in the data active means potentiation above about 30%; further: 0% is about no effect
Target sequence (P21728 whole entry, looked up): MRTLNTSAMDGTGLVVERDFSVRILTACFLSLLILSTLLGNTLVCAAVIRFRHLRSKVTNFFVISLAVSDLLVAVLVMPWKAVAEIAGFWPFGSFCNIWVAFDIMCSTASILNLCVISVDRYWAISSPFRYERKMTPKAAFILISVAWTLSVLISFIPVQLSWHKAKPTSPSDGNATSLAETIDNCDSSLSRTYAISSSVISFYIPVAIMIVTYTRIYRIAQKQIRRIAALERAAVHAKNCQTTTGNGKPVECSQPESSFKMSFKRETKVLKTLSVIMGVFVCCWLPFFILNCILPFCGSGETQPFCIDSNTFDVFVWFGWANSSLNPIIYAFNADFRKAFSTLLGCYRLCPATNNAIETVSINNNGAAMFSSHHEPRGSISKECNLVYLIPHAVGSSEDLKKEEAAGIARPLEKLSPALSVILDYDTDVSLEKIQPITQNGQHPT
RXFP1 antag – RXFP1 (human) relaxin receptor antagonism. actives 0.59% (n = 350,000). activity change, negative = inhibition, % at 57.5 µM. AID 1259400. HEK293-RXFP1, relaxin-stimulated cAMP HTRF, 30 min; stronger effect = lower value;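 active means activity change of -60% or lower, but not beyond a set lower limit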; further: on the % scale 0 is the no-effect control and ±100 the full control effect
D1 antagonist – blocks dopamine activation of the human D1 receptor; P21728; HEK293 TREx D1 cells, calcium flux, dopamine EC80; stronger effect = lower value; activity change, negative = inhibition, % at 10 µM; actives 3.2% (n = 360,000); AID 504652; in the data active means activity change below about -30%; further: on the % scale 0 is the no-effect control and ±100 the full control effect
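Calcium flux readout: force-coupled, inducible Hek293 Trex D1 line, cells induced overnight at 30 C with tetracycline, dye-loaded 30–90 min at RT. Antagonism scored against EC80 dopamine challenge given 180 s after compound.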
D2 potentiator – positively modulates the human D2 dopamine receptor allosterically. HEK293 T-REx D2, calcium flux, EC20 dopamine potentiation. P14416. AID 485347. actives 0.34% (n = 340,000). potentiation, % at 10 µM;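 active means potentiation over 3 SD above the plate norm, cut at about 30% in these data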; further: 0% is about no effect
Target sequence (P14416 whole entry, looked up): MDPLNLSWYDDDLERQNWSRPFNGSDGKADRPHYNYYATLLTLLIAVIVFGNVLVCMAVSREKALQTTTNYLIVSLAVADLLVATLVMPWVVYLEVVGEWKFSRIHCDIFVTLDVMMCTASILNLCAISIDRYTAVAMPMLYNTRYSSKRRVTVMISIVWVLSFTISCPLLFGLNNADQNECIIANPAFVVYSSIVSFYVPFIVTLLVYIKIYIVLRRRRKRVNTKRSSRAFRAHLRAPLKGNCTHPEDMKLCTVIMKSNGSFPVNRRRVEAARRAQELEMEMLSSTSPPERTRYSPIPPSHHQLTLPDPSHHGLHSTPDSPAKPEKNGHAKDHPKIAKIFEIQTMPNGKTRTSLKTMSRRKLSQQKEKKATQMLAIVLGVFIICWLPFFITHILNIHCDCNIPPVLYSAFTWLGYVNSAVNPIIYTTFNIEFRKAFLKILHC
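Cells plated with tetracycline inducer and held overnight at 30 C; calcium dye loaded 30–90 min at room temperature; baseline taken, compound added and read 180 s; EC20 dopamine then added and read 180 s.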
TRHR agonist – agonists of human TRH receptor; AID 493084; TRHR cells, calcium flux fluo-8, FDSS agonist mode; activation, % at 2 µM; actives 0.18% (n = 360,000); P34981; further: 0% is about no effect
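Fluo-8-loaded TRHR cells; 10 s baseline, compound added, kinetic Ca2+ fluorescence read 1/s, agonist mode.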
D2 antag – D2 dopamine receptor (human) antagonism. P14416. HEK293 TREx D2 cells, calcium flux, dopamine EC80. inhibition, % at 10 µM. actives 2% (n = 340,000). AID 485344; in the data active means inhibition above about 30%; further: 0% is about no effect
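Tetracycline-induced HEK293 T-REx cells expressing D2 force-coupled to calcium signalling were dye-loaded, exposed to compound for 180 s, then challenged with an EC80 of dopamine; calcium flux was followed kinetically for a further 180 s.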
D2 agonist – D2 dopamine receptor (human) agonism | P14416 | HEK293 T-REx D2 cells, calcium flux agonist mode | activation, % at 2 µM | actives 0.53% (n = 340,000) | AID 485358;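 active means activation over 3 SD above normal in the single-dose calcium agonist read, cut at about 30% in these data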; further: 0% is about no effect
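Tetracycline-induced HEK293 T-REx cells with force-coupled D2 receptor, plated overnight at 30 C, loaded with no-wash calcium dye. After a 10 s baseline, compound was pin-added and calcium flux read kinetically for 180 s; calcium rises flagged agonists.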
D1 agonist – human D1 receptor agonism. activation, % at 2 µM. actives 1% (n = 360,000). HEK293 T-REx D1 cells, calcium flux, agonist mode. AID 504660; further: 0% is about no effect
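Inducible HEK293 T-REx D1 cells, force-coupled to calcium signalling, were plated at 4000 cells/well with tetracycline and held overnight at 30 C. After no-wash calcium dye loading, compound-evoked calcium rise over 180 s flagged agonists.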
TRHR enhancer – allosterically enhances the human TRH receptor; enhancement, % at 2 µM; actives 0.66% (n = 360,000); TRHR cells, fluo-8 calcium fluorescence, EC20 TRH enhancement; in the data active means enhancement above about 30%; further: 0% is about no effect
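TRHR-expressing cells loaded with fluo-8 calcium dye were read kinetically (ex 480/em 530) during compound addition, then stimulated with an EC20 of TRH (10 nM final). Enhancement of the Gq-mediated intracellular calcium response was scored.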
Active calls of the source: *; x = not tested or not shown; & = joins results of further samples. Unless noted, no stated cut-off is given here; in the data, active means activation above about 30%; inactive means the rest. An unsorted share of the library; about 7.1% have a hit in one of these screens.

Compound	D1 potentiator	RXFP1 antag	D1 antagonist	D2 potentiator	TRHR agonist	D2 antag	D2 agonist	D1 agonist	TRHR enhancer
O=C(Nc1c[nH]c2c(Cl)cccc2c1=O)N1CCN(c2ccccn2)CC1	0	-2	14	14	-1.1	-3	-0.8	2	31*
CCCn1c(=O)n(C)c(=O)c2c(SCC(=O)NCc3ccco3)nc(C3CC3)nc21	6	-21	-2	-19	-0.3	-8	-1.4	0	0
CCOc1ccc(Br)cc1S(=O)(=O)Nc1ccc(NC(=O)c2ccccc2F)cc1	-3	32	5	10	0.5	-7	0.7	1	2
CCOc1ccc(S(=O)(=O)N2CCN(C(=O)CCC(=O)N3CCOCC3)CC2)cc1	3	6	-5	-2	0.1	-1	1.0	2	6
Cc1ccc[n+](CC(=O)Nc2ccc([N+](=O)[O-])cc2Cl)c1	-1	-11	-6	-12	-0.3	-6	-0.5	3	6
COCn1c(C(O)c2ccccc2)cc2ccccc21 (stereo not drawn)	-2	7	-5	6	1.9	-9	0.3	4	4
O=C(Nc1nc(-c2ccccc2)cs1)c1ccc(=O)[nH]c1	-6	-19	3	-2	2.4	25	2.1	6	29
CC1(C)NC(=O)N(CC(O)CN(c2ccccc2)S(=O)(=O)c2ccc([N+](=O)[O-])cc2)C1=O (stereo not drawn)	-2	2	7	1	-0.3	-3	1.3	1	-8
COc1ccc(NC(=O)CN2C(=O)CSC(C)C2=O)cc1 (stereo not drawn)	2	2	-25	-4	0.0	-6	0.3	6	-2
CCC(C)C(=O)Nc1c2c(nc3c1CCC3)CCCC2 (stereo not drawn)	-7	1	5	-7	0.2	9	0.4	-2	2
COc1cccc(NC(=O)C(=O)NCC(c2ccco2)N2CCc3ccccc3C2)c1 (stereo not drawn)	-5	-2	-3	2	0.8	7	0.2	4	0
Cc1ccc(Nc2nnc(SCC(=O)Nc3ncc(S(=O)(=O)c4ccc([N+](=O)[O-])cc4)s3)s2)cc1	0	x	3	10	-0.5	-6	0.3	6	-2
COc1ccccc1C(=O)c1c(N)c(-c2nc(-c3ccccc3)cs2)c2ccccn12	1	-17	11	0	0.3	x	x	2	-2
CCOC(=O)c1sc(NC(=O)CCN2C(=O)c3ccccc3C2=O)c(C(=O)OCC)c1C	1	13	6	-3	0.3	3	-0.5	2	-1
CSc1ccc(/C=N/Nc2ccc(Cl)c(C(=O)O)c2)cc1	-11	-4	-8	-1	0.0	-5	2.6	4	2
COC(=O)c1[nH]c2ccc(C)cc2c1NC(=O)NC1CCCCC1	2	2	-1	0	-0.7	-14	x	0	-2
CCN(CC)C(=O)c1[nH]cnc1C(=O)Nc1ccon1	0	x	x	7	0.4	6	0.1	0	2
O=C(CSc1nc(-c2cccs2)nc2cc(=O)[nH]n12)Nc1ccc(F)cc1	1	-14	-5	-2	-0.1	x	0.0	5	3
OCCC1CN(Cc2cccnc2)CCN1CCc1ccccc1 (stereo not drawn)	-2	6	-10	-12	0.4	10	-1.6	1	-8
COc1ccc2nc(NC(=O)C(NS(=O)(=O)c3cccs3)C(C)C)sc2c1 (stereo not drawn)	2	3	1	-2	-0.4	3	0.6	-4	0

Next structures.
Compound	D1 potentiator	RXFP1 antag	D1 antagonist	D2 potentiator	TRHR agonist	D2 antag	D2 agonist	D1 agonist	TRHR enhancer
O=C(/C=C\c1ccccc1)Nc1nccs1	-4	4	0	12	-0.1	11	1.9	-3	-6
Cc1ccc(/C=C(\C#N)C(=O)NCC2CCCO2)o1 (stereo not drawn)	-6	-6	-6	-5	1.6	-10	0.6	1	-1
Cc1ccc(S(=O)(=O)NCC(c2ccco2)N2CCc3ccccc3C2)cc1 (stereo not drawn)	1	-30	-23	4	0.4	-13	0.6	4	-1
CCOC(=O)C(/C=C(\C#N)C(=O)OCC)=C(/N)N1CCN(c2c(C)cccc2C)CC1	-5	-18	1	-9	0.1	-3	0.4	3	-1
COc1ccccc1N1CCN(C(=O)C(=O)c2c(C)n(C)c3ccccc23)CC1	3	3	-28	x	-0.2	x	x	-1	-7
C[C@H]1CN=C(Nc2ccccc2)N1CCC1CCCCC1	-3	x	3	-5	1.2	10	-0.1	9	-1
COc1ccc(S(=O)(=O)n2ccc(C)n2)cc1C	3	-7	0	-1	-0.3	3	0.8	-1	0
COC(=O)C1=C(C(=O)OC)SC(=C2C(=S)C(C)(C)N(C(=O)C3CC3)c3ccccc32)S1	10	13	-12	-3	-0.4	23	-0.9	2	0
O=C(Cc1ccc(Cl)cc1Cl)NCc1cccnc1	-3	2	-41*	1	0.1	-1	0.2	0	-4
Fc1ccc(OCCOCCOc2cccc3[nH]ccc23)cc1	-4	5	-20	-1	-0.8	7	-1.0	2	-4
Cc1cccc(C)c1NC(=O)c1c(C)nn(-c2ccccc2)c1Cl	-6	-4	-7	3	-0.1	-25	-0.3	1	1
Cc1ccc(S(=O)(=O)c2ccc(Cl)cc2)cc1S(=O)(=O)N1CCN(C)CC1	0	20	-1	-7	0.6	1	0.6	11	0
CCCSc1nnc(CSc2nc(C)cc(C)n2)n1C	-5	5	-19	2	0.4	-7	0.9	1	4
CCOC(=O)CC1C(=O)NCCN1Cc1cccs1 (stereo not drawn)	-5	-5	-2	-7	0.3	10	-0.3	2	0
COc1ccc(NC(=O)CSc2nc3c([nH]c4ccccc43)c(=O)n2C)cc1	-3&-5	-4	-24&20	1&-6	0.0&0.0	-10	0.8&-1.1	-1&0	-7&-3
Cn1c(-c2cccs2)[n+](C)c2ccccc21	1	-9	9	8	-1.5	5	-0.1	3	2
Cc1cccc(/N=C/c2c(O)ccc3oc4c(c23)CCCC4)n1	4	-7	9	2	-0.5	-5	-0.8	-1	4
Cc1ccccc1OCC(=O)Nc1c(C(=O)Nc2ccccc2F)oc2ccccc12	-3	x	-8	10	-1.4	x	-0.9	21	11
Cc1cccc(-n2ncc(C(=O)NCc3ccc4c(c3)OCO4)c2C2CCN(C(=O)OC(C)(C)C)CC2)c1	2	-19	-9	3	-0.3	x	0.1	5	22
COc1ccccc1-c1nnc(SC(C(=O)c2c[nH]c3ccccc23)c2ccccc2)n1C (stereo not drawn)	18	2	19	1	0.0	-9	1.5	2	6

Whole records from above. Screens in order: D1 potentiator | RXFP1 antag | D1 antagonist | D2 potentiator | TRHR agonist | D2 antag | D2 agonist | D1 agonist | TRHR enhancer
O=C(Cc1ccc(Cl)cc1Cl)NCc1cccnc1 is listed as -3 | 2 | -41* | 1 | 0.1 | -1 | 0.2 | 0 | -4
Cc1cccc(/N=C/c2c(O)ccc3oc4c(c23)CCCC4)n1 is listed as 4 | -7 | 9 | 2 | -0.5 | -5 | -0.8 | -1 | 4

Remaining list, next part.
Compound	D1 potentiator	RXFP1 antag	D1 antagonist	D2 potentiator	TRHR agonist	D2 antag	D2 agonist	D1 agonist	TRHR enhancer
COc1ccccc1N1C(=O)CC(N2CCN(c3ccc(Cl)cc3)CC2)C1=O (stereo not drawn)	-2	0	-17	-2	0.6	-7	1.3	14	1
CCOc1ccc(/C=C/C(=O)c2ccccc2)cc1OC	3	-18	10	-12	-0.6	-7	0.8	0	2
CC(=O)Nc1ccc(-n2cnnn2)cc1	0	-1	9	-7	0.6	3	0.3	2	-2
Cc1c(CCC(=O)O)c(=O)oc2cc3occ(-c4ccc(Cl)cc4)c3cc12	1	15	0	-1	0.0	-1	-0.1	1	2
O=C(NCCOc1ccccc1Cl)C(=O)c1c[nH]c2ccccc12	-1	-15	-5	-1	0.8	-2	1.9	5	-4
Cc1ccc(S(=O)(=O)NC(=O)NCCCCNC(=O)NS(=O)(=O)c2ccc(C)cc2)cc1	-3	1	-6	11	0.5	-3	-0.5	2	16
CCOc1cc(C=O)ccc1OCCCN1C(=O)NC(C)(C)C1=O	-7	17	3	-11	0.0	-11	-0.3	1	3
Cn1c(=O)n(C)c2cc(CNCc3ccc(C(=O)O)cc3)ccc21	4	1	7	-5	0.0	x	-0.3	3	0
COc1ccc(Cc2nc3ccccc3n2CC(=O)N/N=C/c2ccc(C)cc2O)cc1OC	1	-22	-3	9	-1.2	5	-1.7	5	22
COc1ccc(N2CCN(C(=O)c3ccc(NS(=O)(=O)c4cccc(F)c4)cc3)CC2)cc1	-1	5	5	34*	-1.4	3	-0.2	4	-5
CCCC(=O)Nc1nnc(SCC(=O)Nc2ccc3c(c2)OCCO3)s1	1	-2	-3	9	-0.1	-9	1.1	0	-1
Cc1ccc(N(C(=O)Nc2ccccc2)C2=NCCC2)cc1	-3	-15	2	-15	-0.1	-5	-1.9	1	6
O=C(CCCC(=O)c1ccccc1)NCc1ccccc1	-2	3	-14	-4	0.1	-15	1.2	1	4
COc1ccccc1NC(=O)N(Cc1nnc2n1CCCCC2)c1ccc(F)cc1	-1	x	1	6	-0.3	x	-0.3	3	-4
CN1CCC(NC(=S)NC2CC2)CC1	-7	-5	x	2	0.8	-36	6.1	-1	4
Cn1c2ccccc2c2c(C(=O)N3CCN(c4ccc(F)cc4)CC3)cn(C3CCCC3)c(=O)c21	7	1	-19	7	0.3	11	0.7	0	3
CCN(c1ccccc1)S(=O)(=O)c1cc2c3c(c1)CCN3C(=O)CC2	1	x	6	-10	-0.2	-28	-0.1	0	2
O=C(CCCC(=O)NC1CCCC1)NC1CCCC1	-2	3	3	-2	0.0	-8	0.3	4	1
CCOC(=O)Cn1c(-c2ccccc2)cc(SC)c(C#N)c1=O	-5	13	-27	-8	2.1	-1	3.7	13	-2
COc1ccc2oc(C(=O)OCC(=O)NC(C)c3ccccc3)c(C)c2c1 (stereo not drawn)	0	-12	-20	2	0.2	-20	0.1	6	0

Looked up one by one from the list above (3):
Compound	D1 potentiator	RXFP1 antag	D1 antagonist	D2 potentiator	TRHR agonist	D2 antag	D2 agonist	D1 agonist	TRHR enhancer
COc1ccc(Cc2nc3ccccc3n2CC(=O)N/N=C/c2ccc(C)cc2O)cc1OC	1	-22	-3	9	-1.2	5	-1.7	5	22
COc1ccc(S(=O)(=O)n2ccc(C)n2)cc1C	3	-7	0	-1	-0.3	3	0.8	-1	0
CC1(C)NC(=O)N(CC(O)CN(c2ccccc2)S(=O)(=O)c2ccc([N+](=O)[O-])cc2)C1=O (stereo not drawn)	-2	2	7	1	-0.3	-3	1.3	1	-8

New compounds follow
Compound	D1 potentiator	RXFP1 antag	D1 antagonist	D2 potentiator	TRHR agonist	D2 antag	D2 agonist	D1 agonist	TRHR enhancer
COc1ccc(/C=c2/sc3nc(-c4ccccc4)c(-c4ccccc4)n3c2=O)cc1	-3	12	-9	-6	-0.4	-6	0.3	2	-2
CCN(CC)CCCn1c2c(c(SCC(=O)Nc3ccccc3Cl)nc1=O)CCC2	-2	-6	1	1	0.8	-10	-0.2	1	-4
O=C(CSc1nccn1Cc1ccco1)Nc1cc(C(F)(F)F)ccc1Cl	-3	-9	7	-13	-0.4	x	-0.8	6	-2
Cc1cc(NC(=O)Cn2nnc3sc4c(c3c2=O)CCC(C(C)(C)C)C4)no1 (stereo not drawn)	16	-1	47	0	0.1	-11	0.4	1	-1
Cc1cc(NC(=O)CSc2nc(C(C)C)nc3sc4c(c23)CCC(C)C4)no1 (stereo not drawn)	-10	-19	0	28	0.4	-19	0.8	1	3

Screening results as filed in PubChem.
